TAG inh: reduces triacylglycerol accumulation in H9c2 cells. inhibition, % at 12.5 µM. 0.66% of 230,000 active. Nile Red lipid (TAG) fluorescence; cells loaded with 200 µM oleic acid;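 active means pattern-corrected inhibition of lipid staining of at least 50% with the nuclear-stain viability signal not falling by more than 50%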;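 further: 0% = DMSO wells and 100% = triacsin C control wells; some results filed as inactive read as strong as hits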
TAG inh DAPI viability: recorded beside TAG inh, whose call it bears; DAPI nuclei signal change (viability), lower = more cytotoxic, %;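 whole-well DAPI fluorescence read on a plate reader as a viability signal; minus 50 percent equals half of cells still viable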
* marks the source's active call; other numbers are inactive results.

no.	Molecule	TAG inh	TAG inh DAPI viability
1	COc1ccccc1CN(C)C[C@H]1OCc2cnnn2CCCC(=O)N([C@H](C)CO)C[C@@H]1C	-4	4
2	CC(C)OC(=O)c1ccc(COC(=O)c2cnccn2)cc1	-4	3
3	O=C(Nc1ccon1)c1sc2cc(Cl)ccc2c1Cl	15	-2
4	FC(F)(F)c1nc(Oc2ccccc2)c2ccccc2n1	5	-6
5	CC(C)c1ccc(Nc2nnc(SCC(=O)NCC3CCCO3)s2)cc1 (centres undefined)	31	-3
6	CN(C)C/C(Cl)=C(\Cl)c1ccccc1	-8	1
7	O=C(Nc1ncc(Cc2ccccc2Cl)s1)C1=NCCN1	8	5
8	COCCn1c(N)c(N(Cc2ccccc2)C(=O)C(C)Oc2ccc(Br)cc2)c(=O)[nH]c1=O (centres undefined)	-16	3
9	Cc1c(NC(=O)NC(C)N2C(=O)C3C4C=CC(C4)C3C2=O)c(=O)n(-c2ccccc2)n1C (centres undefined)	-3	-5
10	CCCn1nc(C(=O)Nc2ccc(N3CCOCC3)cc2)c2ccccc2c1=O	-3	-7
11	CC1C(=O)N2CCCc3cc(NC(=O)C(=O)NCc4ccccn4)cc1c32 (centres undefined)	38	-2
12	COc1ccc(-c2cc(NC=O)c3ncc(-c4cccc(C(F)(F)F)c4)n3c2)c(OC)c1	-4	-2
13	COc1ccc(CN2CCn3ncc(C(=O)Nc4ccc(Cl)cc4Cl)c3C2=O)cc1	-4	3
14	COc1ccc(CN(CCCn2cnc3c(OC)ncnc32)CCCn2cnc3c(OC)ncnc32)cc1	-12	-5
15	CCSc1n[nH]c2nc3c(c(=O)n12)C1(CCCCC1)Cc1ccccc1-3	-2	11
16	Fc1ccc2c(-c3cccc(C(F)(F)F)c3)c(-c3ccccc3)ncc2c1	11	-2
17	CCn1c(=O)c(C(=O)CN2CCc3ccccc32)c(N)n(Cc2ccccc2)c1=O	5	-3
18	CCN1C(=O)[C@H]2[C@@H](c3ccc(C)cc3)N3C(=O)N(c4ccc(C(F)(F)F)cc4)C(=O)[C@@]3(CC(C)C)[C@H]2C1=O	0	-2
19	CC(=O)c1cccc(NC(=O)C(C)OC(=O)Cc2n[nH]c(=O)c3ccccc23)c1 (centres undefined)	0	0
20	COc1ccc(N=C2SC(CC(=O)Nc3ccccc3)C(=O)N2CC2CCCO2)cc1 (centres undefined)	24	-13

Five records drawn at random from those above:
no.	Molecule	TAG inh	TAG inh DAPI viability
14	COc1ccc(CN(CCCn2cnc3c(OC)ncnc32)CCCn2cnc3c(OC)ncnc32)cc1	-12	-5
13	COc1ccc(CN2CCn3ncc(C(=O)Nc4ccc(Cl)cc4Cl)c3C2=O)cc1	-4	3
19	CC(=O)c1cccc(NC(=O)C(C)OC(=O)Cc2n[nH]c(=O)c3ccccc23)c1 (centres undefined)	0	0
15	CCSc1n[nH]c2nc3c(c(=O)n12)C1(CCCCC1)Cc1ccccc1-3	-2	11
18	CCN1C(=O)[C@H]2[C@@H](c3ccc(C)cc3)N3C(=O)N(c4ccc(C(F)(F)F)cc4)C(=O)[C@@]3(CC(C)C)[C@H]2C1=O	0	-2

The listing continues.
no.	Molecule	TAG inh	TAG inh DAPI viability
21	CC1CCOC2(O1)C(=O)Nc1ccccc12 (centres undefined)	1	-3
22	N#C/C(=C\c1cn(CCOc2ccccc2)c2ccccc12)C(=O)NCc1ccco1	0	4
23	COC(=O)C(O)(CC(=O)Nc1cc(OC)c(OC)c(OC)c1)C(F)(F)F (centres undefined)	-1	-5
24	Cc1ccc(-c2cc3onc(-c4ccccc4)c3c(=O)n2C)cc1	-15	-4
25	CCc1ccc(C(O)(c2ccccc2OC)C(CN2CCOCC2)c2ccccc2)cc1 (centres undefined)	14	8
26	O=C(O)c1ccccc1C(=O)Nc1ccccc1[N+](=O)[O-]	5	0
27	C=CCNc1cccc(Br)c1	10	-8
28	COc1ccc(CC(=O)Nc2nc(C)cs2)cc1OC	11	-10
29	NC1=NC[C@H](Cc2ccccc2)N1CCc1cc(C(F)(F)F)cc(C(F)(F)F)c1	55*	-11*
30	Cc1nc(SC2CC(=O)N(c3cc(Cl)cc(Cl)c3)C2=O)nc2c1CCCC2 (centres undefined)	-16	8
31	CCCCc1nccn1CCn1ccnc1CCCC	16	-4
32	CCCCn1nc(C(=O)NC2CCCCCC2)c2ccccc2c1=O	6	4
33	COCCCn1c(C(=O)N2CCOCC2)cc2c(=O)n3cccc(C)c3nc21	22	11
34	Cn1c(C(=O)Nc2ccc3c(c2)OCCO3)cc2c(=O)n(C)c3ccccc3c21	4	3
35	CSCCC(NC(=O)c1ccco1)C(=O)O (centres undefined)	-14	8
36	CCOC(=O)c1c(NC(=O)Cn2nnc(-c3ccc(Cl)cc3)n2)sc(C)c1C	-16	-2
37	O=[N+]([O-])c1cccc(/C=N/Nc2ncc(Br)cn2)c1	-1	0
38	CN(Cc1ccccc1)C(=O)C(=O)c1c[nH]c2ccccc12	-16	5
39	CCOC(=O)N1N=C(CC)CC1(O)C(F)(F)F (centres undefined)	11	-13
40	CCOC(=O)CCNCc1ccc(F)cc1	-12	7
41	COc1ccc(C(=O)C2CCN(C(=S)NCCc3ccc(OC)c(OC)c3)CC2)cc1	10	14
42	CCC(C)OC(=O)C1=C(C)O[C@]23OC(N)=C(C#N)[C@]12C(=O)c1ccccc13 (some centres undefined)	24	-10
43	N=c1oc2ccccc2cc1-c1nc2ccccc2c(=O)[nH]1	-2	1
44	C[C@@H]1CN([C@H](C)CO)C(=O)c2c(c3ccccc3n2C)-c2ccccc2CO[C@H]1CN(C)Cc1ccc(C(F)(F)F)cc1	50	-8
45	CC(=O)Nc1ccc(NC(=O)CCCN2C(=O)c3ccccc3C2=O)cc1	10	-10
46	CC(=O)c1nnn(-c2cccc([N+](=O)[O-])c2)c1C	-13	-1
47	c1ccc(-c2csc3nnc(SCc4ccc5c(c4)OCO5)n23)cc1	-34	4
48	CCOc1ccc2nc(NC(=O)C(NS(=O)(=O)c3cccc4nsnc34)C(C)C)sc2c1 (centres undefined)	4	-1
49	Cc1nnc(NC(=O)CN2CCN(Cc3ccccc3Cl)CC2)s1	-2	4
50	C=C(CCO)C1=CCN(S(=O)(=O)C(C)(C)C)[C@H]1CCO	5	-3
51	CCc1nc2c(OCc3ccc(F)c(F)c3)cccn2c1N(C)C(=O)c1cccs1	-8	-3
52	O=C(COC(=O)c1ccc2c(c1)OCCO2)NCCc1ccc(F)cc1	-19	3
53	O=C(O)/C=C\C(=O)Nc1ccc(N2CCN(c3cccc(Cl)c3)CC2)cc1	-10	13
54	O=C(COC(=O)Cc1ccccc1F)Nc1ccc(F)cc1F	-12	8
55	CCN(CC)c1ccc(-c2nc3cnccc3n2C)cc1	-9	10
56	Cc1nc(SCc2nc3ccccc3[nH]2)c2oc3cc([N+](=O)[O-])ccc3c2n1	11	-4
57	CC1CCc2cc(F)ccc2N1C(=O)CCl (centres undefined)	11	-10
58	CCCN(C(=O)COC(=O)c1nc2nc(C)cc(C)n2n1)C1CCS(=O)(=O)C1 (centres undefined)	-5	3
59	COc1ccc(CNC(=S)Nc2ccccc2)cc1	-3	4
60	CN(C)C1=NCCN1CCCCc1ccccc1	3	2
61	Cc1ccc(OCC(=O)N(c2ccccn2)C2CCCCC2)c(C)c1	0	0
62	CC(=O)Nc1ccc(SCC(=O)Nc2cc(C)on2)cc1	-14	6
63	COC(=O)c1c([N+](=O)[O-])c(OC)c(OC)c(OC)c1[N+](=O)[O-]	-12	3
64	Cc1ccc(Cl)cc1N1CCN(Cc2nnnn2Cc2ccco2)CC1	-20	-11
65	CC[C@]12c3[nH]c4ccc(OC)cc4c3CCN1C(=O)C(CC(=O)NCCc1ccccn1)C[C@@H]2C(=O)N1CCN(C(=O)C2CC2)CC1 (some centres undefined)	-5	-9
66	O=C(c1cnn2c(C(F)(F)F)cc(-c3cccs3)nc12)N1CCCC1	9	7
67	COc1ccc(Cl)cc1C(=O)NCCCn1ccnc1	0	11
68	Oc1ccc(Nc2nc3ccccc3nc2Nc2ccc(O)cc2)cc1	109	-75
69	O=C(CCc1nc(-c2ccccc2F)no1)NCCN1CCOCC1	11	3
70	Cc1ccc(C2CC(=O)C(C=NCCN3CCN(C(=S)Nc4ccc(F)cc4)CC3)=C(O)C2)cc1 (centres undefined)	11	-1

Further results:
no.	Molecule	TAG inh	TAG inh DAPI viability
71	C=CCc1c(C)nc(SC(C)C)[nH]c1=O	-4	3
72	CCCS(=O)(=O)c1c(S(=O)(=O)CCC)c2ccc(C(N)=O)cn2c1C(=O)c1ccccc1	3	-11
73	Cc1cc(C)n(Cc2ccc(C(=O)O)o2)n1	-11	-2
74	Cc1ccc(S(=O)(=O)N(C)C)cc1NC(=O)COC(=O)CCNS(=O)(=O)c1ccccc1	13	0
75	NC(=O)NN=C(C1CC1)C1CC1	-10	0
76	COc1ccc(C(C)=NNC(=O)c2cccc(S(=O)(=O)N3CCCC3)c2)cc1	-1	7
77	Cc1ccc(NC(=O)c2ccc(F)cc2)nc1	-4	-4
78	CN(CCCn1ccc(NC(=O)OCc2ccccc2)nc1=O)Cc1ccco1	5	1
79	CCOc1ccccc1C(=O)NCCCCNC(=O)c1ccccc1OCC	0	-8
80	C=CCn1c(=O)c(C(=O)Nc2ccccc2C)c(O)c2ccccc21	16	3

The list goes on:
Values in the order – TAG inh, TAG inh DAPI viability
[81] O=C(Nc1ccc(Cl)c(Cl)c1)N(CCCN1CCOCC1)Cc1cccnc1
→ 2, -5
[82] CCC1(c2ccc(F)cc2)NC(=O)N(CC(=O)Nc2ccc3c(c2)OCCO3)C1=O (centres undefined)
→ -17, -6
[83] FC(F)(F)c1ccc(CSc2nccn2-c2ccccc2)cc1
→ -20, 14
[84] O=C(CSc1ncccn1)N1CCN(Cc2ccccc2)CC1
→ 6, 7
[85] O=C(COc1ccc(Cl)cc1)NNC(=O)c1ccc(=O)[nH]c1
→ -10, -6
[86] O=C(NC(=O)N1CCCCC1)c1ccc(Cl)cc1
→ 12, -7
[87] CCc1nc2ccc(C(=O)Nc3cccc(OCC(=O)N(C)C)c3)cn2c1N(C)C(=O)c1cccc(OC)c1
→ 2, 10
[88] CCOC(=O)CC(=O)CSc1ncc(C(=O)OCC)c(N)n1
→ 0, -1
[89] CC(OC(=O)Cc1ccc(Cl)cc1)C(=O)NC1CCCCC1C (centres undefined)
→ -4, 11
[90] Nc1nc(-c2ccccc2)c(CC(=O)O)s1
→ -2, -3
[91] Cc1ccc2nc(SC(C)C(=O)N3CCCCC3)[nH]c2c1 (centres undefined)
→ 2, 0
[92] CC(=O)C(=Nc1cccc(Cl)c1)NNc1ccccc1C
→ 1, -8
[93] COCCNC(=O)CN(c1cc(Cl)ccc1OC)S(=O)(=O)c1ccc(C)c([N+](=O)[O-])c1
→ 2, -7
[94] Cc1cc(NC(=O)C(C)C)ncc1NC(=O)Cc1ccccc1
→ 13, -5
[95] COc1cccc(NC(=O)CN(C)C(=O)c2cc(S(=O)(=O)NCc3ccccc3)ccc2C)c1
→ -1, 3
[96] O=C(Nc1ccc(Cl)cc1)C1Cc2c(-c3ccccc3)ccnc2O1 (centres undefined)
→ -12, -5
[97] COC(=O)CN1CCN(C(=O)c2ccc(F)cc2)c2ccccc2C1
→ -11, 6
[98] Cc1cc(/C=C/C(=O)O)c(C)n1-c1ccc(Cl)cc1
→ 13, -8
[99] Cc1c(C(=O)Nc2ccc(F)cc2)nnn1-c1cccc(C(F)(F)F)c1
→ -4, 7
[100] O=C(Nc1cc(C(F)(F)F)ccc1Cl)C(Sc1ccccn1)c1ccccc1 (centres undefined)
→ 3, -3
[101] CCCCCc1ccc(-c2ccc(OC)cc2)nc1
→ -1, -1
[102] CCCOc1ccccc1NC(=O)c1c(-c2ccccc2)noc1C
→ 5, -10
[103] CC[N+](CC)(CC)CCOc1ccc(/C=C/c2ccccc2)cc1
→ -39, 13
[104] COc1ccccc1-c1nnc(NC(=O)c2ccc3ncsc3c2)o1
→ 9, -8
[105] CCN(CC(=O)NCc1cccs1)C(=O)/C=C/c1ccc(C)cc1
→ 8, -7
[106] COc1ccccc1NC(=O)COc1cc(Br)c(CNCCCN2CCOCC2)cc1OC
→ 5, 7
[107] Nc1c(C(=O)NCc2ccco2)nnn1-c1ccccc1
→ -26, 9
[108] Cc1cc(N2CCN(Cc3cn(C)nc3-c3cccc(Cl)c3)CC2)cc(C)n1
→ 71*, -41*
[109] COc1ccccc1NC(=O)CN1CCN(C2c3ccccc3-c3ccccc32)CC1
→ -5, 8
[110] FC(F)(F)c1cc(-c2ccco2)nc(NCc2ccc(Cl)cc2)n1
→ -44, -17
[111] Cc1nc2nc(SCc3nc4ccccc4[nH]3)[nH]c2cc1Br
→ -1, 2
[112] O=C(OCc1ccc([N+](=O)[O-])cc1)C1CC(=O)N(Cc2ccccc2Cl)C1 (centres undefined)
→ 5, 3
[113] CCOC(=O)c1c(SC)nc(SC)c2c1CCC2
→ -16, 7
[114] OCCCc1n[nH]c(=S)n1-c1ccccc1
→ 9, -7
[115] O=C(O)CC/C(=N\Nc1ccc([N+](=O)[O-])cc1)c1ccccc1
→ -7, -3
[116] O=[N+]([O-])c1cc(-c2csc(NCCc3nc4cc(Cl)c(Cl)cc4n3CCCO)n2)ccc1Cl
→ 5, 3

Of the compounds above, these contain a COOH group:
Values in the order – TAG inh, TAG inh DAPI viability
[26] O=C(O)c1ccccc1C(=O)Nc1ccccc1[N+](=O)[O-]
→ 5, 0
[35] CSCCC(NC(=O)c1ccco1)C(=O)O (centres undefined)
→ -14, 8
[53] O=C(O)/C=C\C(=O)Nc1ccc(N2CCN(c3cccc(Cl)c3)CC2)cc1
→ -10, 13
[73] Cc1cc(C)n(Cc2ccc(C(=O)O)o2)n1
→ -11, -2
[90] Nc1nc(-c2ccccc2)c(CC(=O)O)s1
→ -2, -3
[98] Cc1cc(/C=C/C(=O)O)c(C)n1-c1ccc(Cl)cc1
→ 13, -8
[115] O=C(O)CC/C(=N\Nc1ccc([N+](=O)[O-])cc1)c1ccccc1
→ -7, -3

Not all compounds are listed; count on the stated rates, not on these rows.
